Mito fusion act: mitochondrial division inhibition or fusion activation | S. cerevisiae fusion-defective mutant growth rescue, CellTiterGlo 48 h | Potency, µM (series often up to 46.1 µM), for inactives: top-dose growth rescue (activation), hits mostly activators | 0.23% of 320,000 active;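 also: potency is read from the fitted curve at half-maximal effect; % of control where 0% means no effect; nearly all actives have a fitted effect of over 45% in size; temperature-sensitive fusion mutants such as fzo1-1 at 37 °C on non-fermentable ethanol glycerol medium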
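Compounds are tested for their ability to restore growth of mitochondrial fusion-defective yeast strains at non-permissive 37C in YPEG medium over 48 hours. Viability is quantified by luciferase luminescence.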
Rab9 promoter act: activates the Rab9 promoter. Huh7 Rab9 promoter-luciferase reporter, luminescence, 24 h. Potency, µM (highest dose often 9.22 µM), for the others: top-dose activation, negative = inhibition, usual class: activators. 2.8% of 320,000 active. AID 485297; also: potency is read from the fitted curve at half-maximal effect; % of control where 0% means no effect; nearly all actives have a fitted effect of over 60% in size
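Huh7 cells stably carrying Rab9 promoter–luciferase reporter, plated 1500 cells/well, compound added after 2 h and incubated 24 h at 37 °C; luciferase luminescence then read after 10 min with detection reagent.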
NPC1 prom act: NPC1 promoter activation. Potency, µM (titrated, usually from 9.22 µM), without a hit: top-dose activation, most hits filed as activators. Huh7 NPC1 promoter luciferase reporter, 24 h. 2.4% of 320,000 active;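 also: potency is read from the fitted curve at half-maximal effect; % of control where 0% means no effect; nearly all actives have a fitted effect of over 60% in size; reporter is driven by a mutant NPC1 promoter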
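Cells: Huh7 expressing luciferase under the NPC1 promoter, 1500/well. Seeded 2 h, compound added, incubated 24 h at 37 °C. Luciferase reagent, 10 min ambient, then luminescence.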
KCNH2 3.1 block: KCNH2 3.1 (human) potassium channel inhibition. U2OS KCNH2 3.1, thallium flux FluxOr; hits give low values. activity change, % (tested at about 1.8 µM). 0.95% of 340,000 active. AID 720553;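 active = maximum activity change below -70%; inconclusive = maximum activity change from -70% to -50%; inactive = maximum activity change above -50%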;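 also: thallium influx rate constant from kinetic fluorescence after stimulation buffer; % is scaled to controls: 0 for no effect and ±100 for the full control effect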
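FluxOr-based Tl+ influx in U2OS cells transduced with KCNH2 3.1 virus; rate constants normalized to DMSO controls.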
ELG1 repair inh: ELG1-dependent DNA repair inhibition; HEK293T ELG1-luciferase reporter, luminescence, 16 h; DNA damage induced by 5-fluorouridine; Potency, µM (series often up to 46.1 µM), without a hit: top-dose activity change, negative = inhibition, actives largely listed as inhibitors; 2.3% of 330,000 active; also: potency is read from the fitted curve at half-maximal effect; % is scaled to controls: 0 for no effect and ±100 for the full control effect; nearly all actives have a fitted effect of over 55% in size
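Luminescence from the luciferase reporter, measured 30 min after ONE-Glo reagent at room temperature, was the read-out. Beforehand, 2,000 cells per well were exposed for 16 hr at 37 °C to 5-fluorouridine together with compound or vehicle.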
Menin MLL FP TR: menin-MLL binding inhibition, Texas Red mutant peptide; O00255; Menin + Texas Red MLL mutant peptide, fluorescence polarization; Potency, µM (series often up to 61.6 µM), for inactives: at the highest dose FP activity change, negative = inhibition, hits mostly inhibitors; 0.23% of 270,000 active; AID 1768; active = well fitted inhibition curve with a large enough effect in the polarisation, with a control signal flat, not every such curve was filed as active; inconclusive = small, poorly fitted or top-dose-only effect, or effect the other way, or a change in a side signal; inactive = no such curve, though single readings can be large or run the other way; the % refers to the polarisation; also: potency is read from the fitted curve at half-maximal effect; % of control where 0% means no effect; many of its hits are not listed in these tables
MBNL1-CUG inh: blocks human MBNL1 binding to CUG repeat RNA; AID 2675; 0.036% of 280,000 active; Potency, µM (top dose mostly 57.5 µM), inactives show at the highest dose activity change, negative = inhibition, usual class: inhibitors; Q9NR56; TR-FRET MBNL1-His/biotin-(CUG)12 binding, 665/545 ratio; active = well fitted inhibition curve with a large enough effect in the signal ratio, with a control signal flat, not every such curve was filed as active; inconclusive = small, poorly fitted or top-dose-only effect, or effect the other way, or a change in a side signal; inactive = no such curve, though single readings can be large or run the other way; the % refers to the signal ratio; also: potency is read from the fitted curve at half-maximal effect; % is scaled to controls: 0 for no effect and ±100 for the full control effect
Target sequence (Q9NR56 whole entry, looked up): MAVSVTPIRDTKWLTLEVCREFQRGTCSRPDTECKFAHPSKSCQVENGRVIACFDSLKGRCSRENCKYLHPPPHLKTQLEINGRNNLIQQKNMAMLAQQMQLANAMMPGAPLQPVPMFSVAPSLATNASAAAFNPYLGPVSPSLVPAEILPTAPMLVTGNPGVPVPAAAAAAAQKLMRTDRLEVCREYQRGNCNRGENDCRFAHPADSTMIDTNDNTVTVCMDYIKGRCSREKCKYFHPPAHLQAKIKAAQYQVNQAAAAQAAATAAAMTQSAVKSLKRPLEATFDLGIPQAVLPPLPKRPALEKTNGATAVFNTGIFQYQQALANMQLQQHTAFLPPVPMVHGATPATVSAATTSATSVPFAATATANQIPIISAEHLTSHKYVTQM
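TR-FRET between His-tagged MBNL1 and biotin-(CUG)12 RNA, detected with Tb anti-His antibody (0.055 ng/ul) and streptavidin-XL665 (5 nM), 60 min at room temperature. Compounds titrated 92 nM to 58 uM; 665/545 nm ratio normalized to buffer and complex controls.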
FLuc counter: firefly luciferase modulation, counter-screen for miR-21 project; P08659; AID 588342; 6.9% of 360,000 active; Potency, µM (titrated, usually from 57.5 µM), without a hit: top-dose activity change, negative = inhibition, usual class: inhibitors; purified FLuc, Km substrates, luminescence inhibition;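 also: potency is read from the fitted curve at half-maximal effect; plate controls were vehicle for no effect and reference inhibitor for full effect; nearly all actives have a fitted effect of over 55% in size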
Target sequence (P08659 whole entry, looked up): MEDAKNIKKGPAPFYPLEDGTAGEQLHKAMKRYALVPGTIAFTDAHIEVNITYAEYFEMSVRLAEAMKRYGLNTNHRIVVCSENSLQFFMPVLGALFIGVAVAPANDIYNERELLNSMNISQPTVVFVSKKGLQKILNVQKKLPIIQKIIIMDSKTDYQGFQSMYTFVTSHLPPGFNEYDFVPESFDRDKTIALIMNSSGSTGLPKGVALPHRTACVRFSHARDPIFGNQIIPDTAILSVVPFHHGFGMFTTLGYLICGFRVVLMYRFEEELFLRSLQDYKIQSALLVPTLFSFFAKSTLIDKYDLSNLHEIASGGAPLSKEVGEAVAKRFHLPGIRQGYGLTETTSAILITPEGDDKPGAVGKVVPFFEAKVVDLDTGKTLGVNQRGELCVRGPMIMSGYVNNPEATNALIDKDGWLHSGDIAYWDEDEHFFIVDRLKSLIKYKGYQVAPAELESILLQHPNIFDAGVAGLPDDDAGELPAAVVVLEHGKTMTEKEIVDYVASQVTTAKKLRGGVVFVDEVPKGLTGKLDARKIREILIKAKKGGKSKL
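Biochemical qHTS of compounds, final roughly 60 µM downward over six points, against 10 nM purified firefly luciferase using Km concentrations of substrates (10 uM D-luciferin, 10 uM ATP) in Tris acetate pH 7.5 buffer; luminescence output.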
PKM2 act: activators of human pyruvate kinase M2 | P14618 | AID 1631 | Potency, µM (series often up to 57.5 µM), for inactives: at the highest dose activation, usual class: activators | purified PKM2, Kinase-Glo ATP luminescence, activation; response scale: 0% is enzyme alone, no compound | 0.34% of 260,000 active; also: potency is read from the fitted curve at half-maximal effect; % is scaled to controls: 0 for no effect and ±100 for the full control effect; nearly all actives have a fitted effect of over 55% in size
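ATP formation by purified human PK-M2, quantified via coupled luciferase luminescence after 1 h at room temperature with 0.1 mM ADP and 0.5 mM PEP final.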
VP16 counter: Gal4-VP16 reporter inhibition counter-screen; Potency, µM (doses to about 53.6 µM), for the others: at the top dose activity, negative = inhibition, usual class: inhibitors; 3.5% of 310,000 active; Drosophila S2 Gal4-VP16 UAS-luciferase, luminescence, 20 h;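 also: Gal4-VP16 expression switched on by copper sulfate through the metallothionein promoter; potency is read from the fitted curve at half-maximal effect; % is scaled to controls: 0 for no effect and ±100 for the full control effect; nearly all actives have a fitted effect of over 50% in size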
RORgamma inh: inhibitors of mouse ROR gamma transcriptional activity. P51450. Drosophila S2 Gal4-RORgamma UAS-luciferase reporter, 20 h. Potency, µM (highest dose often 53.6 µM), without a hit: at the top dose activity change, negative = inhibition, usual class: inhibitors. 5.4% of 310,000 active. AID 2551; also: potency is read from the fitted curve at half-maximal effect; % is scaled to controls: 0 for no effect and ±100 for the full control effect; nearly all actives have a fitted effect of over 60% in size
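Stable Schneider cell line, Gal4 DNA-binding domain fused to ROR gamma, UAS-luciferase. Cmpd 1 hr RT → CuSO4 700 uM final → 20 hr RT → luciferase reagent 10 min → luminescence.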
* = called active by the depositor; ? = inconclusive; nt = no result given; & = joins results of further samples; [ ] = dose if it differs, or a comment. Unless noted, calls follow the shape of the dose curve; as a rule, active = well fitted curve in the direction sought with a large enough effect; inconclusive = small, poorly fitted or top-dose-only effect, or another doubt; inactive = no such curve, though single readings can be large; an effect the other way counts as inactive or inconclusive. These rows are one share of the data, so the mix of outcomes need not match the whole.

SMILES | Mito fusion act | Rab9 promoter act | NPC1 prom act | KCNH2 3.1 block | ELG1 repair inh | Menin MLL FP TR | MBNL1-CUG inh | FLuc counter | PKM2 act | VP16 counter | RORgamma inh
CNc1nc(Cl)c(SC)c(NCc2cccc(OC)c2)n1 | 6% | -4% | 2% | -27 | -1% | ? | 0% | 6% | nt | -7% | 23%
O=C(c1cnc2n(c1=O)CCS2)N1CCCc2ccccc21 | -4% | 2% | -3% | -36 | 4% | -2% | -8% | -1% | 1% | 19% | -16%
Cc1nn(Cc2ccccc2Cl)c(C)c1NC(=O)/C=C/c1cnn(C)c1 | 4% | 2% | -2% | 13 | 12% | 15% | 9% | 0% | -1% | 1% | 32%
CC(C)[C@H](NC(=O)[C@@H]1Cc2ccccc2CN1)C(=O)Nc1ccc2c(c1)OCCO2 | 1% | -3% | -17% | 4 | ? | nt | -4% | -9% | nt | 2% | 6%
COc1cccc(C2C(C(=O)c3cc4cccc(OC)c4o3)=C(O)C(=O)N2c2cc(C)on2)c1OC (stereo unspecified) | -3% | -3% | -2% | -1 | -1% | 70%[activator] | ? | -2% | 0% | -3% | 27%
Fc1ccc(-c2cc(C(F)(F)F)nc(-n3cc(Cl)cn3)n2)cc1 | 7% | 2% | -2% | 0 | -25% | 8% | 2% | 2% | 0% | 2% | -39%
C=CCN1C(=NC(=O)CCC)SC2CS(=O)(=O)CC21 (stereo unspecified) | -1% | -1% | 4% | -6 | 13% | 10% | -5% | 8% | -1% | 0% | 0%
Cc1cc(C)cc(N2CCCC2=O)c1 | -3% | -2% | 1% | 8 | 5% | -13% | ? | 5% | 5% | -9% | 14%
CCCCOC(=O)C1=C(C)NC(=O)NC1c1ccc([N+](=O)[O-])s1 (stereo unspecified) | 0% | 1% | -2% | -24 | -13% | -4% | ? | 1% | -2% | ? | 34%
CCCCn1c(N)c(N(CC(C)C)C(=O)c2cccc(S(=O)(=O)N(C)c3ccc(C)cc3)c2)c(=O)[nH]c1=O | 0% | 1% | 1% | -6 | -1% | nt | nt | -20% | nt | nt | nt
FC(F)(F)c1cccc(Nc2cc(-c3ccccc3)nc3ncnn23)c1 | 6% | -10% | -7% | 7 | -5% | nt | 8% | -2% | -1% | -11% | 2µM*
CC(=O)Nc1ccc(NC(=O)CSc2nnc(C3CC3)n2-c2ccccc2)cc1 | -5% | -5% | -6% | 7 | 5% | nt | nt | 1% | nt | nt | nt
C=C(C)C(=O)Nc1cccc(C2=NOC3(C2)C[C@@H](C(N)=O)N(C(=O)/C(C)=C/C)C3)c1 (stereo partly specified) | -1% | -3% | -4% | -10 | 14% | nt | -25% | 1% | -3% | 3% | -5%
Cc1ncoc1C(=O)N1CCCC(C(=O)c2ccc(C(F)(F)F)cc2)C1 (stereo unspecified) | -26% | -9% | -8% | 3 | -1% | ? | -7% | -20% | 12% | -5% | ?
Cn1c(CC(=O)Nc2ccccc2F)nnc1SCC(=O)NC1CCCC1 | 3% | -4% | -3% | 11 | 16% | -5% | -8% | 0% | nt | 3% | 3%
CN(Cc1ccccc1)c1nc2c(c(=O)[nH]c(=O)n2C)n1Cc1ccccc1Cl | 1% | -10% | -2% | 1 | ? | -16% | -4% | 2% | -5% | -3% | 18%
COC(CNC(=O)C1CCN(C(=O)c2cc3oc(C)cc3n2Cc2c(F)cccc2Cl)CC1)OC | 3% | 1% | -6% | -4 | ? | -11% | 8% | -9% | 0% | -6% | 13%
COC(=O)N[C@@H]1C[C@H]2[C@@H]3CC[C@H]4C[C@@H](OC)CC[C@]4(C)[C@H]3CC[C@]12C | 4% | -5% | -3% | nt | 12% | nt | nt | 4% | nt | nt | nt
COc1ccc(S(=O)(=O)N2CCc3ccccc32)cc1C(=O)Nc1ccc(C(N)=O)cc1 | 2% | -7% | 1% | -13 | ? | nt | nt | -2% | nt | nt | nt
Cn1c(=O)c(C(=O)CN2CCc3ccccc32)c(N)n(Cc2ccccc2)c1=O | 2% | -2% | 1% | -2 | -9% | 45%[activator] | 14% | -2% | 0% | -7% | 3%

The list goes on, starting with the last 2 of the part before.
SMILES | Mito fusion act | Rab9 promoter act | NPC1 prom act | KCNH2 3.1 block | ELG1 repair inh | Menin MLL FP TR | MBNL1-CUG inh | FLuc counter | PKM2 act | VP16 counter | RORgamma inh
COc1ccc(S(=O)(=O)N2CCc3ccccc32)cc1C(=O)Nc1ccc(C(N)=O)cc1 | 2% | -7% | 1% | -13 | ? | nt | nt | -2% | nt | nt | nt
Cn1c(=O)c(C(=O)CN2CCc3ccccc32)c(N)n(Cc2ccccc2)c1=O | 2% | -2% | 1% | -2 | -9% | 45%[activator] | 14% | -2% | 0% | -7% | 3%
COc1cccc(CN2CCN(Cc3cccn3-c3cccnc3)CC2CCO)c1 (stereo unspecified) | 2% | -1% | -3% | 2 | -13% | -30% | -6% | 0% | -4% | 4% | 0%
CNC(=O)NC(=O)CSc1nc2sccc2c(=O)n1-c1ccccc1 | -1% | 5% | 1% | 12 | 0% | 0% | 0% | 2% | nt | -3% | 39%
CC1(C)CC2(CCO1)OC(=O)CC2C(=O)Nc1c(Cl)cccc1Cl (stereo unspecified) | -4% | -1% | 0% | -15 | 0% | nt | -2% | 0% | -12% | 3% | 15%
O=C(Nc1cccc(-c2nc3cccnc3s2)c1)C1c2ccccc2Oc2ccccc21 | -2% | -10% | -9% | 3 | 6% | -27% | 31%[activator] | -16% | 0% | ? | -41%
Cc1cccc(NC2=C(C#N)C(=O)NC3(CCCC3)S2)c1 | 16% | -10% | 1% | -1 | -3% | -17% | -4% | ? | -1% | ? | -18%
COc1ccc2c3c1OC1CC(O)C=CC31CCN(C)C2 (stereo unspecified) | 0%&-3% | -1%&1% | -1%&-2% | 9&-5 | 2%&2% | 2% | -1%&6% | 3%&-1% | 0%&1% | -11%&2% | 3%&2%
COCCNC(=O)c1onc(CSc2ccccc2)c1C(=O)O | 0% | 3% | 1% | -3 | 0% | -6% | -5% | 3% | -2% | -1% | -7%
CC(C)(C)c1nn(-c2ccccc2)c2[nH]c(=O)c(CNCc3ccco3)cc12 | -5% | 1% | 8% | -1 | -8% | 1% | 7% | 0% | 0% | -28% | ?
Cc1ccccc1N(CC(=O)Nc1ccc(F)cc1)S(C)(=O)=O | -2% | -1% | -2% | 15 | 0% | 1% | -4% | 2% | 1% | -3% | 26%
O=C(Sc1cccc2cccnc12)c1ccc(F)cc1 | ? | -47%[inhibitor] | -49%[inhibitor] | nt | ? | ? | 13% | -20% | 3% | 4.5µM* | 1.1µM*
CCOc1cccc(OCCOCCNC(C)(C)C)c1 | -3% | -3% | 0% | 17 | 4% | -4% | 3% | 5% | 4% | 0% | 5%
COc1ccc(C(=O)NNC(=O)CSc2nc3c([nH]2)c(=O)n(C)c(=O)n3C)cc1 | 7% | -2% | -8% | 1 | 0% | 1% | -6% | ? | -3% | -9% | -19%
Cc1ccc(Nc2nc(N)nc(CSc3nncn3C)n2)cc1 | 3% | 2.8µM* | 3.2µM* | 13 | ? | -18% | -30% | 13µM* | -18% | 11µM* | -84%
CCOC(=O)NCC(C#CCN(CC)CC)N(CC)CC (stereo unspecified) | 0% | 0% | -2% | 14 | 10% | ? | ? | -1% | -2% | 14% | -5%
COc1cccc(NC(=O)CN2C(=O)CSc3ccc(S(=O)(=O)N4CCC(C)CC4)cc32)c1 | 25% | -1% | ? | 0 | ? | 25% | -10% | -1% | nt | -5% | ?

Part of the list above in order of SMILES length, high to low.
SMILES | Mito fusion act | Rab9 promoter act | NPC1 prom act | KCNH2 3.1 block | ELG1 repair inh | Menin MLL FP TR | MBNL1-CUG inh | FLuc counter | PKM2 act | VP16 counter | RORgamma inh
Cc1ccccc1N(CC(=O)Nc1ccc(F)cc1)S(C)(=O)=O | -2% | -1% | -2% | 15 | 0% | 1% | -4% | 2% | 1% | -3% | 26%
COCCNC(=O)c1onc(CSc2ccccc2)c1C(=O)O | 0% | 3% | 1% | -3 | 0% | -6% | -5% | 3% | -2% | -1% | -7%
O=C(Sc1cccc2cccnc12)c1ccc(F)cc1 | ? | -47%[inhibitor] | -49%[inhibitor] | nt | ? | ? | 13% | -20% | 3% | 4.5µM* | 1.1µM*
